# Compound activity from PubChem.
# STAT3 act: increases IL-6 driven STAT3 reporter signal. U3A cells, IL-6 STAT3-luciferase reporter, luminescence; 100% = signal with IL-6 EC80 alone. activation (% of control), % at 5.6 µM. 0.91% of 190,000 active;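 active = activation above the screen-wide mean of compound activation plus 3 SD, cut at about 130% in these data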;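 also: 0% = background luminescence of wells with medium and substrate only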
#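 Detection: reporter luminescence signal / Assay system: STAT1-lacking human U3A cells, STAT3 luciferase reporter / Incubation: compound pre-incubation 1 h before IL-6, then 6 h stimulation at 37 °C / Control set: IL-6-only high control / Read-out: % activation relative to IL-6 control / Probe or stimulus: Interleukin-6, 33 ng/mL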
# STAT1 inh: STAT1 signaling inhibition; NIH 3T3 STAT1-luciferase reporter, IFN-gamma, luminescence; inhibition, % at 5.5 µM; 0.35% of 200,000 active; AID 920;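 active = inhibition above a set limit, the mean inhibition across all tested compounds plus 3 SD, cut at about 34% in these data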;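 also: 0% = IFN-gamma with DMSO and 100% = IFN-gamma with 300 µM nifuroxazide; values of inactives mirror those of a sister screen read the other way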
# PPARg SRC2 recr: PPARgamma-driven SRC-2 recruitment agonism. P37231. PPARgamma LBD-SRC-2 recruitment, biochemical. activation, % at 8 µM. 0.34% of 200,000 active. AID 1032; in the data active = activation above about 22%;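 also: 0% = vehicle and 100% = reference agonist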
# Target sequence (P37231 whole entry, looked up, the tested form may be a part): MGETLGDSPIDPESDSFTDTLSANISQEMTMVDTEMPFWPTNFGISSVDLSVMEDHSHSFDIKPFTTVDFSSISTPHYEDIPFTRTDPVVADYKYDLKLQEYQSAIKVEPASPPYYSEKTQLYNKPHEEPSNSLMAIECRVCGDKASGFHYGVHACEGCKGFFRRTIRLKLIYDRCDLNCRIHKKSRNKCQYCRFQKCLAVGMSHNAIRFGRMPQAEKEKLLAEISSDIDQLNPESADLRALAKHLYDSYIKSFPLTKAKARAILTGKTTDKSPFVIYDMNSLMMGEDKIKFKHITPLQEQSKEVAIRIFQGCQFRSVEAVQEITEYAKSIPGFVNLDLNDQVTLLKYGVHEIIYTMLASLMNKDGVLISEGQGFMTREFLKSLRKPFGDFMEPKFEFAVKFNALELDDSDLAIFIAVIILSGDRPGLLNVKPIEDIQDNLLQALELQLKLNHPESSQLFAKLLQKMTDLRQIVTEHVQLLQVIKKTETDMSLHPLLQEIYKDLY
# SRC2 TRFRET art: counter-screen for PPARgamma SRC-2 recruitment agonists: TR-FRET artefact | stronger effect = higher value | TR-FRET ratio at 8 µM | 0.4% of 200,000 active | AID 1049; in the data active = TR-FRET ratio above about 2000; also: inactives centre near 1500
# bIAP activator: increases bovine intestinal alkaline phosphatase activity; purified bovine IAP, CDP-star luminescence, 30 min; stronger effect = higher value; fold of DMSO-control signal, blank-subtracted; activation factor at 20 µM; 0.17% of 200,000 active; AID 1016;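 active = activation factor of 2 or more at 20 µM, a signal rise over negative controls twice the positive control's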
# STAT3 blocker: inhibitors of IL-6 induced STAT3 signaling. U3A cells, IL-6 STAT3-luciferase reporter, luminescence; host cell line lacks STAT1. inhibition, % at 5.5 µM. 0.89% of 190,000 active. AID 862;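 active = inhibition above the mean inhibition across all screened compounds plus 3 SD, cut at about 44% in these data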;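 also: 0% = DMSO only wells and 100% = 100 µM nifuroxazide control wells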
# PPARg SRC3 recr: agonists of human PPARgamma SRC-3 coactivator recruitment | P37231 | biochemical PPARgamma/SRC-3 coactivator recruitment assay | activation, % at 8 µM | 0.26% of 200,000 active; in the data active = activation above about 23%;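 also: 0% = DMSO and 100% = reference agonist; some compounds past the cut are filed as inactive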
# ROMK mod: modulators of human ROMK potassium channel. 2% of 130,000 active. B-score at 10 µM. Tet-inducible ROMK, thallium flux fluorescence; actives lie on both sides. P48048;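 active = signal ratio slope over the read window, or its plate-corrected B-score, at least 3 SD from the plate mean, either direction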;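 also: B-score of the F/F0 ratio slope over 7 to 12 s after thallium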
# Target sequence (P48048 whole entry, looked up): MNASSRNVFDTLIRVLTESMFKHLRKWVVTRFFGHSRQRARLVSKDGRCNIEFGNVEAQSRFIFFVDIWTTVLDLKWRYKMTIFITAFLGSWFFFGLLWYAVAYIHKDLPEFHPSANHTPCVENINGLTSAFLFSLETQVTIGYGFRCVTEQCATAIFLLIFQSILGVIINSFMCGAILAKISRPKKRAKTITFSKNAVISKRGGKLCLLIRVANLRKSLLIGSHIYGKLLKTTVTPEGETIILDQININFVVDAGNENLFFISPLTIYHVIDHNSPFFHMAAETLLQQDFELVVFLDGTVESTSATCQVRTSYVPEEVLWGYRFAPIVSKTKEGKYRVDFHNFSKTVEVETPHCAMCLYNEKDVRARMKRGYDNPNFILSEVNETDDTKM
# TNAP act hi DEA: TNAP (human) activation, high acceptor; P05186; 200,000 tested, under 10 active; AID 1136; activation factor at 20 µM; purified TNAP, CDP-star luminescence, 1 M DEA, 30 min; stronger effect = higher value; 0 = EDTA background, 1 = DMSO-only activity;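 active = activation factor at least 2 at 20 µM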
#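 Control set: EDTA negative control, DMSO positive control / Assay system: human TNAP / Quantity: TNAP 1/800 final / Evaluation: TNAP activation factor scaled between EDTA and DMSO control wells / Measured by: luminescent substrate turnover signal / Compound dosing: one dose, 20 µM / Times: 30 min enzyme reaction at room temperature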
# bIAP inh: blocks bovine intestinal alkaline phosphatase activity; purified bovine IAP, CDP-star luminescence, 30 min; inhibition, % at 20 µM; 190,000 tested, under 10 active; AID 1019;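 active = over 50% inhibition of intestinal alkaline phosphatase at 20 µM in the single-dose screen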
#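 System: Purified bovine intestinal alkaline phosphatase (IAP) enzyme | Input: IAP diluted 1/65,000,000 in the well | Also added: CDP-star chemiluminescent phosphatase substrate, 30 µM final | Dosing: 20 µM single dose | Times: Enzyme reaction for 30 min at room temperature | Detection: Luminescence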
# PPARg SRC1 recr: promotes SRC-1 coactivator recruitment by human PPARgamma | P37231 | activation, % at 8 µM | PPARgamma-SRC-1 coactivator recruitment biochemical assay | 0.41% of 200,000 active; in the data active = activation above about 19%;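 also: 0% = DMSO and 100% = reference agonist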
# An asterisk follows results filed as active; . = not tested or not shown. Hits appear at their usual frequency; 3.7% or so of the library scored in one or more.
# Screens in order: STAT3 act | STAT1 inh | PPARg SRC2 recr | SRC2 TRFRET art | bIAP activator | STAT3 blocker | PPARg SRC3 recr | ROMK mod | TNAP act hi DEA | bIAP inh | PPARg SRC1 recr
1: CCOC(=O)CNc1cccc(C(F)(F)F)c1
  102 | 5 | 2 | 1538 | 1 | 9 | 1 | -0.22 | 1 | 0 | 1
2: Cc1nc(/N=C(\N)NC(=O)N2c3ccccc3Sc3ccccc32)nc2ccccc12
  95 | -7 | 4 | 1632 | 1.2 | 6 | 3 | -0.15 | 1 | -16 | 3
3: COc1ccc(Br)cc1C(=O)O
  101 | -4 | 9 | 1606 | 1 | 3 | -1 | . | 1.1 | -1 | 10
4: Cc1cc(-n2c(SCC(=O)NCc3cccs3)nc3n[nH]c(C)c3c2=N)ccc1Cl
  84 | 0 | 16 | 1748 | 1 | 21 | 8 | 0.41 | 1.1 | -2 | 8
5: CCNC(=O)c1ccccc1NC(=O)c1cccc(S(=O)(=O)N2CCC(C)CC2)c1
  100 | 8 | 1 | 1489 | 0.9 | 6 | -8 | . | 1 | 7 | 19
6: COc1cc(SC)ccc1C(=O)Nc1ccon1
  89 | -22 | 6 | 1624 | 0.9 | 18 | 2 | . | 1 | 9 | 3
7: O=C(CSc1nnc(CCc2nc3ccccc3[nH]2)n1-c1ccccc1)NCc1ccccc1
  103 | 1 | 4 | 1491 | 1.1 | -3 | 4 | . | 1 | -12 | 1
8: COc1ccccc1C(=O)Nc1ncc2c(n1)CC(c1ccco1)CC2=O (centres undefined)
  88 | -3 | 5 | 1711 | 1 | 20 | 4 | . | 1 | 3 | 1
9: Cc1ccc(S(=O)(=O)N2c3ccccc3CC2C)cc1 (centres undefined)
  98 | 6 | 3 | 1600 | 0.9 | 9 | 0 | -0.39 | 1.1 | 15 | -2
10: COc1ccc(-n2nnnc2SCC(=O)N2CCCc3ccccc32)cc1OC
  98 | -2 | 15 | 1707 | 0.9 | 6 | 14 | . | 1 | 12 | 7
11: O=C(CN(c1ccccn1)S(=O)(=O)c1ccccc1)Nc1ccccc1
  107 | -8 | 0 | 1423 | 1 | -5 | 3 | . | 1 | -3 | 0
12: Brc1ccc(CSc2ncn[nH]2)cc1
  99 | -1 | -9 | 1486 | 1.1 | 4 | 1 | -0.41 | 1 | -6 | 8
13: CN(C)c1ccc(C(=O)c2ccccc2C(=O)O)c(O)c1
  108 | 0 | -2 | 1749 | 1 | -5 | 7 | -0.85 | 1.1 | 2 | -5
14: Cc1ccc(S(=O)(=O)N2CCC(C(=O)N[C@@H](C)C(=O)Nc3ccc4c(c3)OCO4)CC2)cc1
  91 | -2 | -3 | 1458 | 1.1 | 17 | 0 | . | 1.1 | -9 | -3
15: O=C(Nc1ccc(-c2nc3ccccc3[nH]2)cc1)c1ccc(N2C(=O)CCC2=O)cc1
  108 | 6 | -5 | 1557 | 0.9 | -10 | 9 | 0.91 | 1.1 | 6 | 3
16: CCN(CC)CCCNC(=O)Cn1cc2c(n1)CCC(C)C2 (centres undefined)
  99 | -13 | 7 | 1653 | 0.9 | 2 | 3 | . | 1 | 10 | -1
17: Cc1cccc(N2CCN(c3ccc(N4C(=O)CCCC4=O)cc3[N+](=O)[O-])CC2C)c1 (centres undefined)
  87 | 5 | 2 | 1762 | 1.1 | 16 | 3 | 0.42 | 1 | -7 | 0
18: Clc1ccc(SCCCCN2CCNCC2)cc1
  94 | -6 | -5 | 1537 | 1.2 | 6 | 0 | . | 1 | -17 | 6
19: COc1ccc(CNc2nc3ccccc3n2CCN2CCOCC2)cc1
  94 | 5 | 2 | 1692 | 0.9 | 9 | -11 | 0.14 | 1.1 | 7 | 5
20: CC(=O)NC1=NN(C(C)=O)C(C)(c2ccc(Br)cc2)S1 (centres undefined)
  94 | 2 | 3 | 1699 | 1.1 | 12 | 2 | 1.3 | 1 | -8 | 2
21: COc1cccc(OC)c1C(=O)Nc1ccc(S(=O)(=O)Nc2cc(C)nc(C)n2)cc1
  103 | -3 | 0 | 1614 | 1.1 | -3 | -5 | 0.2 | 1 | -7 | 0
22: CN(Cc1ccccc1)C(=O)CCSc1nc(-c2ccc3c(c2)OCO3)cc(C(F)(F)F)n1
  107 | 3 | -9 | 1539 | 0.9 | -4 | 9 | . | 1 | 10 | 0
23: O=C(Nc1cccc(CCc2ccccn2)c1)c1cc(F)c(F)cc1Cl
  105 | 1 | 10 | 1517 | 1 | 3 | 1 | -1.5 | 1 | 1 | -6
24: Cc1sc(NC(=S)NC(=O)c2ccc(C(C)(C)C)cc2)c(C#N)c1C
  105 | -2 | -5 | 1332 | 0.7 | -9 | -11 | 0.0088 | 0.9 | 29 | -2
25: Cc1ccc(S(=O)(=O)NCC(=O)N(CCc2ccccc2)CC(=O)NCc2ccco2)cc1
  104 | 11 | 15 | 1622 | 0.9 | -2 | 5 | . | 1.1 | 6 | 7
26: CC1(C)C(=O)Nc2ccccc2N1C(=O)CN1C(=O)c2ccccc2C1=O
  95 | -2 | 7 | 1591 | 0.9 | 11 | 14 | -0.081 | 1.1 | 12 | -1
27: O=[N+]([O-])c1ccc2c(c1)[nH]c(=S)n2-c1ccccc1
  93 | 0 | -1 | 1634 | 1 | 13 | 2 | 0.38 | 1 | 3 | 0
28: CCOc1ccc(-c2ccc(SCC(=O)NCC3CCCO3)nn2)cc1 (centres undefined)
  109 | -21 | -1 | 1651 | 1.1 | 1 | -2 | -0.8 | 1 | -8 | -6
29: Cc1ccc(S(=O)(=O)N2CCCCC2)cc1NC(=O)CSc1nnc(N)s1
  101 | 0 | -9 | 1593 | 1.1 | 0 | -1 | -1.3 | 1 | -6 | -5
30: CC(=O)c1cccc(NS(=O)(=O)c2ccc(N/C=C/C(=O)c3ccc(F)cc3)cc2)c1
  96 | -4 | 14 | 1587 | 0.8 | 8 | 3 | . | 1 | 15 | 6
31: Cc1ccc2nc(N3CCN(C(=O)c4cccs4)CC3)c(C#N)cc2c1
  108 | -3 | 1 | 1253 | 1 | -3 | -5 | -0.97 | 1 | -4 | -9
32: COc1cc(NC(=O)COc2ccc(-n3cnnn3)cc2)c(OC)cc1Cl
  118 | -12 | 6 | 1700 | 0.8 | -20 | 7 | . | 1 | 15 | 2
33: C=CCOCCN1C(=O)C2C3C=CC(C2C1=O)C1C2C(=O)N(CCOCC=C)C(=O)C2C31 (centres undefined)
  100 | -5 | 11 | 1826 | 1.1 | 6 | 2 | 1.1 | 1 | -7 | 8
34: O=C(Nc1ccccc1NC(=O)C1CCCO1)c1ccco1 (centres undefined)
  104 | -2 | 8 | 1626 | 0.9 | 4 | 1 | 1.3 | 1 | 6 | 2
35: CN(C)S(=O)(=O)Oc1ccccc1C(=O)Nc1ccc(F)cc1F
  100 | -3 | 0 | 1336 | 0.9 | 7 | 1 | -0.26 | 1 | 9 | -11
36: COc1cccc(C(=O)/C=C/Nc2ccc(S(=O)(=O)Nc3ncccn3)cc2)c1
  100 | -44 | 11 | 1578 | 1.1 | 1 | 5 | 0.32 | 1 | -14 | -2
37: CC(NC(=O)C1CC12CCC2)c1ccccc1 (centres undefined)
  100 | 2 | 7 | 1801 | 1 | 0 | 3 | -0.51 | 1.1 | 0 | 7
38: Cc1ccc(S(=O)(=O)c2c(C)nn(C(C)(C)C)c2OC(=O)c2cccs2)cc1
  137* | -24 | -1 | 1565 | 1 | -43 | 1 | 0.34 | 1 | 4 | 11
39: Cc1ccc(C(=O)NC(=S)N2CC(C)OC(C)C2)cc1[N+](=O)[O-] (centres undefined)
  105 | -1 | 7 | 1435 | 0.9 | 6 | -4 | . | 1 | 11 | -6
40: COc1ccc2oc(-c3cccc(NC(=O)CSc4ccc(Cl)cc4)c3)nc2c1
  103 | -69 | 4 | 1489 | 0.9 | -5 | 1 | . | 0.9 | 14 | 5
41: CCCCOC(=O)CSc1nnc(N)s1
  104 | -7 | 2 | 1599 | 0.9 | -1 | 13 | . | 1 | 14 | 4
42: CCOC(=O)Cc1c(C)nc2c(-c3ccc(Cl)cc3)c(C)nn2c1C
  99 | -9 | -1 | 1737 | 1 | 5 | 6 | 0.36 | 1.1 | 2 | -2
43: O=[N+]([O-])c1ccc(O)c(/C=N/Nc2ccccn2)c1
  77 | 6 | -3 | 1793 | 1 | 26 | 9 | . | 1 | 2 | 8
44: C[C@@H](C(=O)N1CCNCC1)n1cc(CCCN=C(N)N)nn1
  . | 0 | 4 | 1592 | 0.9 | . | 1 | . | 1 | 6 | -4
45: Cc1nn(-c2ccccc2)c2sc(C(=O)N(CC(=O)NC(C)(C)C)Cc3ccco3)cc12
  102 | -7 | -2 | 1405 | 1 | 1 | -1 | -1.9 | 1 | -3 | 9
46: COc1ccc(NS(=O)(=O)c2ccc(NC(=S)NC(=O)c3cccc(F)c3)cc2)nn1
  102 | 1 | -6 | 1473 | 1.1 | 0 | -2 | 0.038 | 1 | -6 | -1
47: CC1=CCC[C@@H]2[C@@](C)(CC/C(C)=C/C(=O)O)[C@H](C)CC[C@@]12C
  102 | 2 | 2 | 1491 | 1 | -5 | 4 | 2.1 | 1 | 4 | 4
48: CN(C)S(=O)(=O)c1ccc(NC(=O)N2CCOCC2)cc1
  104 | -1 | -1 | 1479 | 1.1 | 3 | 3 | -0.47 | 1 | -13 | 6
49: COc1cc(C2=NOC(C(=O)NCc3ccco3)C2)cc(OC)c1OC (centres undefined)
  95 | 2 | 1 | 1459 | 1 | 9 | -8 | -0.044 | 1 | 1 | -3
50: CCC(C)N(C(=O)COC(=O)CNC(=O)c1ccccc1F)C1CCS(=O)(=O)C1 (centres undefined)
  108 | -5 | 4 | 1714 | 1.1 | -7 | 1 | -1.2 | 1 | -12 | 7
51: COc1cccc(C2=NOC(C(=O)NCc3ccccn3)C2)c1 (centres undefined)
  100 | -2 | 5 | 1612 | 1 | 2 | 12 | 0.81 | 1 | 2 | 9
52: COC(=O)CN1C(=O)N/C(=C/c2cc(OC)c(OC)cc2C)C1=O
  109 | -1 | 5 | 1577 | 1 | -3 | 1 | 0.012 | 1.1 | 2 | 8
53: CCN1C(=O)S/C(=C\c2ccc(N3CCOCC3)cc2C)C1=O
  118 | -49 | -1 | 1660 | 0.9 | -18 | -2 | -1.5 | 1 | 12 | 1
